High-throughput results: PubChem, several laboratories
MT1-MMP act inh = MT1-MMP (human) activation inhibition | P50281 | GFP/RFP ratio change, % at 20 µM | actives 0.061% (n = 360,000) | HT1080 RFP-PRO-GFP cells, GFP/RFP ratio fluorescence, overnight; percent of plate control window, DMSO zero;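 active means GFP/RFP ratio change of at least 30% with cell ATP level not reduced by more than half and red fluorescence within 50% of control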; further: strong numbers were not always called active
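Read-out: GFP/RFP fluorescence ratio; Test system: RFP-PRO-GFP reporter HT1080 cells; Compound dosing: single-point 20 µM compound, 1% DMSO; Times: overnight compound exposure at 37 °C.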
SKN-1 inh = blocks SKN-1 activity in C. elegans | actives 0.49% (n = 360,000) | C. elegans VP596 Pgst-4::GFP/RFP ratio, acrylamide-induced, 24 h | inhibition, % at 21.8 µM;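 active means interference check ratio from 0.5 to 1.5 plus GFP to RFP signal ratio inhibition reaching or exceeding a fixed threshold, cut at about 30% in these data, passing the limit was not always enough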; further: some compounds called inactive have numbers as strong as hits
bovine MsrA act = activators of bovine methionine sulfoxide reductase A; actives 0.3% (n = 360,000); purified bovine MsrA, absorbance read-out; activation, % at 10.6 µM; in the data active means activation above about 7.5%;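 further: 0% = vehicle and 100% = reference activator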
E coli Lon inh = inhibits E. coli Lon protease; P0A9M0; inhibition, % at 7.94 µM; actives 0.42% (n = 360,000); AID 602123; purified E. coli Lon protease, fluorescence polarization; in the data active means inhibition above about 13%, passing the limit was not always enough;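 further: 0% = enzyme with probe and DMSO and 100% = no enzyme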
FAS TE block = FAS thioesterase (human) inhibition; P49327; recombinant FAS-TE, OMFH fluorogenic substrate, fluorescence endpoint; inhibition, % at 15 µM; actives 0.67% (n = 360,000); AID 602261;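 active means compounds whose normalised, plate-corrected inhibition of enzyme fluorescence in the single-dose primary screen is 50% or more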;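 further: 0% = DMSO with enzyme and 100% = substrate without enzyme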
Rin1 Abl inh = blocks binding of human Rin1 to Abl; P00519+Q13671; TR-FRET Rin1/Abl binding, biochemical; inhibition, % at 7.35 µM; actives 0.4% (n = 360,000); AID 588664; in the data active means inhibition above about 5%, passing the limit was not always enough
Target sequence (P00519 whole entry, looked up): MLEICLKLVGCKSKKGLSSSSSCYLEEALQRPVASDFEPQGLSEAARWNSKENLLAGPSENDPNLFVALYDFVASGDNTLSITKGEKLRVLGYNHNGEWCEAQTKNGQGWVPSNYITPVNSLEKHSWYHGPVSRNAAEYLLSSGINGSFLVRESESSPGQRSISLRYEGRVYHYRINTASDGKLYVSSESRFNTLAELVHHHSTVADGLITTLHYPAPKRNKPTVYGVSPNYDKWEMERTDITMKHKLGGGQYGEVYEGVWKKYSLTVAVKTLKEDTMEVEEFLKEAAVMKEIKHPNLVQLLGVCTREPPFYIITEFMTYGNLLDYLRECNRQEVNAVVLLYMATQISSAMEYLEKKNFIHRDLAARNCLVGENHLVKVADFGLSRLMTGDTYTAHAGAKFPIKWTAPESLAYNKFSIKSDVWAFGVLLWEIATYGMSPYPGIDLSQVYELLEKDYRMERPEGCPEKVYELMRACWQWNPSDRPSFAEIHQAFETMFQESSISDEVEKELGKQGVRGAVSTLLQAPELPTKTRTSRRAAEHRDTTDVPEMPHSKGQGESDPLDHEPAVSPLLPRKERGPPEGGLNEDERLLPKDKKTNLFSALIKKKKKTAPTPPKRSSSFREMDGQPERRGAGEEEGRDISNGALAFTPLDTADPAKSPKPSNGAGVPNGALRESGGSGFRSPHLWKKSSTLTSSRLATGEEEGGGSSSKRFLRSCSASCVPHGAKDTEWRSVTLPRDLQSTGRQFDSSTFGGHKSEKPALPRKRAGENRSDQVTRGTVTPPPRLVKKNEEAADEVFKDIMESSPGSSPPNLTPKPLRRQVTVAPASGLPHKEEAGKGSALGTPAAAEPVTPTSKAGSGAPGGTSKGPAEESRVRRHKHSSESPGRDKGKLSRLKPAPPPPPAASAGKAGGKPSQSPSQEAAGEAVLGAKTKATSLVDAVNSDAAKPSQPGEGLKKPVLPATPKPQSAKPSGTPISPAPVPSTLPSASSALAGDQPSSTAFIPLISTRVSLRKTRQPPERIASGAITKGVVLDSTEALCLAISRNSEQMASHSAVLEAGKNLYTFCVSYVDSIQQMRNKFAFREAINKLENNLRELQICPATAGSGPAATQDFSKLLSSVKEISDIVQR
Target sequence (Q13671 whole entry, looked up): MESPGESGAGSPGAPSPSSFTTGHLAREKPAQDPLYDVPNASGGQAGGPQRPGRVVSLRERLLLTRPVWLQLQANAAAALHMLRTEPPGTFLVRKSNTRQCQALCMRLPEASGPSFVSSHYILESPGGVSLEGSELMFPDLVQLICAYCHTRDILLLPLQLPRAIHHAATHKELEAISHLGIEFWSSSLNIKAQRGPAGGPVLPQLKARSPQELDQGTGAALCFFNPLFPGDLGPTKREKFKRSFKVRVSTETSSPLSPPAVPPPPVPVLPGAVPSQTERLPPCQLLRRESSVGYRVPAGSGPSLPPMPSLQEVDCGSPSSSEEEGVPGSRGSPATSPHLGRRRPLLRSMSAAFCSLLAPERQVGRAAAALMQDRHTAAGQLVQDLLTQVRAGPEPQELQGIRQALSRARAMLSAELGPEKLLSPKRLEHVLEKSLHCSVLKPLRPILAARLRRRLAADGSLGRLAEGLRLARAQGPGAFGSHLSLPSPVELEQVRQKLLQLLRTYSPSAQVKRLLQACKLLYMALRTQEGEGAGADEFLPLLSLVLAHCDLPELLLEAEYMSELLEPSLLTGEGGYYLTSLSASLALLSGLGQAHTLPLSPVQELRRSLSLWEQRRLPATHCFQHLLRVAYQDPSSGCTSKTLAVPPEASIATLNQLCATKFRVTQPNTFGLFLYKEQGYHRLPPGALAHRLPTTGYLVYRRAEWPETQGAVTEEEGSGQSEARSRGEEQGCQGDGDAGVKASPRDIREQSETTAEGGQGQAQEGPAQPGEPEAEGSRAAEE
PABP1 MLLE inh = inhibitors of microRNA-mediated deadenylation, human PABP1 MLLE binding | GST-MLLE / FITC-PAM2 fluorescence polarization | actives 0.36% (n = 360,000) | inhibition, % at 20 µM | P11940; in the data active means inhibition above about 35%, passing the limit was not always enough;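 further: plate controls were DMSO wells with GST-MLLE for no effect and wells lacking GST-MLLE protein for full effect; some results filed as inactive read as strong as hits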
NRP1-CendR mod = modulators of CendR peptide binding to human neuropilin-1; O14786; FAM-RPARPAR peptide binding to NRP-1, fluorescence polarization; inhibition, % at 25 µM; actives 0.85% (n = 360,000);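 active means inhibition or corrected inhibition above about 18%, plus a signal ratio from 0.5 to 1.5, limit read from the data, passing the limit was not always enough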; further: strong numbers were not always called active
Neddyl block = cullin neddylation inhibition; TR-FRET cullin neddylation, biochemical; calls only at 25 µM; actives 0.58% (n = 360,000); AID 651699; in the data active means inhibition above about 36%
Starred values were filed as active, the others as inactive; i = inactive; / = not tested or not shown.

Compound,MT1-MMP act inh,SKN-1 inh,bovine MsrA act,E coli Lon inh,FAS TE block,Rin1 Abl inh,PABP1 MLLE inh,NRP1-CendR mod,Neddyl block
CC(C)(C)Sc1ccc([N+](=O)[O-])cc1C(=O)Nc1ccncc1,0,1,-7,9,2,-4,10,3,i
CCOc1ccc(NC(=O)c2ccc(CSc3nnc(C)s3)cc2)cc1,-2,-3,-1,10,-8,0,-10,0,i
O=C(Nc1cccc(-c2ccc(F)cc2)c1)C1CCCN(Cc2cccnc2)C1 (stereo not drawn),-4,-2,-9,-19,2,4,-10,-3,i
CCC(=O)NC(=S)Nc1ccc(-c2nc3ccc(C)cc3s2)cc1,6,-2,-3,-9,-4,2,7,0,i
CCCCc1cc(=O)oc2cc(C)cc(OCC(=O)NC(Cc3ccc(Cl)cc3)C(=O)O)c12 (stereo not drawn),2,11,0,-2,40,-1,-6,-5,/
COC(=O)C1=C(C)N(C)C(=O)NC1c1cc2c(cc1[N+](=O)[O-])OCO2 (stereo not drawn),-3,5,-11,0,-5,15*,-15,0,/
C[C@](N)(Cc1ccc(O)c(O)c1)C(=O)O,2,7,-4,-10,-4,5,-12,2,i
Cc1cccc(CC(=O)Nc2ccc(C(=O)N3CCCCC3)cc2)c1,8,-14,-10,0,-7,3,6,14,i
CCCCS/C(N)=N/N=C/c1cc(C)ccc1O,15,-2,-5,8,19,0,-1,4,i
CC(C)Nc1nc(NC(C)C)nc(N(C)C(N)=O)n1,0,8,-1,4,-5,-4,3,-1,i
CSc1ccccc1NC(=O)c1cnc2n(c1=O)CCS2,-2,1,-2,-6,9,1,19,-11,i
O=c1cc(C=NNc2ccc([N+](=O)[O-])cc2)[nH]c(=O)[nH]1,0,11,2,-22,-10,-8,-11,-1,i
Cc1cccc(C)c1Nc1nnc(SCc2cc([N+](=O)[O-])cc3c2OCOC3)s1,1,13,-1,-2,32,-2,4,7,i
CCCCCc1ccc(OCCOCCn2c[n+](C)c3ccccc32)c(CCCCC)c1,-51,-1,-2,-7,-33,1,-2,1,i
NS(=O)(=O)c1ccc(NC(=O)c2ccc(S(=O)(=O)N3CCOCC3)o2)cc1,4,-8,-3,-4,-2,1,-14,-5,i
O=C1CC(c2ccc(F)cc2)Sc2nc(-c3ccccc3)c(-c3ccccc3)n21 (stereo not drawn),-3,-5,-11,-6,1,1,-50,17,i
Cc1cc(C)c(CN2CCN(C(=O)Cn3cnc4c(OCc5ccccc5)ncnc43)CC2)c(C)c1,16,-27,-8,-5,19,1,-7,-11,i
CC(=O)N1CCc2cc(S(=O)(=O)N3CCCCCC3)ccc21,2,18,-2,-12,9,-5,5,-5,i
COc1ccc(C(CCN2CCCCC2)c2c(OC)cc(OC)c3c(-c4ccccc4)cc(=O)oc23)cc1 (stereo not drawn),-1,6,-8,2,-4,-3,11,4,i
Cc1sc(NC(=O)c2ccc(Br)s2)c(C(N)=O)c1C,1,10,-5,-1,12,2,13,-4,/
CCC(C)(C)NC(=O)C(c1ccc(OC)cc1)N(C(=O)CCC(=O)Nc1cc(C)on1)C1CC1 (stereo not drawn),1,-11,-7,0,-2,1,-3,2,i
CC(C)CCNC(=O)C(=O)Nc1ccccc1,-3,10,-3,-3,-8,3,10,-4,i
Cc1cccc(OCC(=O)NC(C)C(=O)N/N=C/c2c(OCc3ccccc3)ccc3ccccc23)c1 (stereo not drawn),-6,9,-2,2,23,1,-2,-6,i
Cc1nn(C(C)C)c(C)c1CN1CCN(Cc2ccsc2)C(CCO)C1 (stereo not drawn),1,-3,-10,4,-4,5,-3,-2,i
C=CCN1CCc2c(cc(O)c(O)c2Cl)C(c2ccccc2)C1 (stereo not drawn),-8,-7,-5,1,-8,7,-2,11,i
C[C@H](CO)N1C[C@H](C)[C@@H](CN(C)C)Oc2c(NC(=O)CCCCCC(=O)Nc3ccccc3N)cccc2C1=O,0,13,-2,3,-3,1,-11,12,i
COc1cccc(N2CCN(C(=O)c3ccccc3SCC(=O)NCc3ccco3)CC2)c1,4,-1,-2,-2,-1,1,0,5,i
C=CCNC(=O)C1CC(=O)N(c2ccc(OCC(=O)Nc3ccc(C)cc3)cc2)C1 (stereo not drawn),-4,-20,-8,-2,-7,2,-2,0,i
COc1ccc(-c2cn3c(C)c(C(=O)N4CCN(c5ccc(F)cc5)CC4)sc3n2)cc1,3,-6,-3,-9,-1,0,2,-6,i
COc1ccccc1-c1noc2c1C(=O)N(C(=O)OC(C)(C)C)CC2,0,4,-3,-3,-5,0,7,6,i

Reformatted: entries from further up
Each structure is followed by: MT1-MMP act inh	SKN-1 inh	bovine MsrA act	E coli Lon inh	FAS TE block	Rin1 Abl inh	PABP1 MLLE inh	NRP1-CendR mod	Neddyl block
Cc1cccc(OCC(=O)NC(C)C(=O)N/N=C/c2c(OCc3ccccc3)ccc3ccccc23)c1 (stereo not drawn)
→ -6	9	-2	2	23	1	-2	-6	i
O=c1cc(C=NNc2ccc([N+](=O)[O-])cc2)[nH]c(=O)[nH]1
→ 0	11	2	-22	-10	-8	-11	-1	i
C=CCNC(=O)C1CC(=O)N(c2ccc(OCC(=O)Nc3ccc(C)cc3)cc2)C1 (stereo not drawn)
→ -4	-20	-8	-2	-7	2	-2	0	i

Whole records, quoted from the list.
Profile of CC(C)Nc1nc(NC(C)C)nc(N(C)C(N)=O)n1 : MT1-MMP act inh: 0; SKN-1 inh: 8; bovine MsrA act: -1; E coli Lon inh: 4; FAS TE block: -5; Rin1 Abl inh: -4; PABP1 MLLE inh: 3; NRP1-CendR mod: -1; Neddyl block: i
Profile of C[C@](N)(Cc1ccc(O)c(O)c1)C(=O)O : MT1-MMP act inh: 2; SKN-1 inh: 7; bovine MsrA act: -4; E coli Lon inh: -10; FAS TE block: -4; Rin1 Abl inh: 5; PABP1 MLLE inh: -12; NRP1-CendR mod: 2; Neddyl block: i

(next part)
Compound,MT1-MMP act inh,SKN-1 inh,bovine MsrA act,E coli Lon inh,FAS TE block,Rin1 Abl inh,PABP1 MLLE inh,NRP1-CendR mod,Neddyl block
O=C(CSc1nnc(-c2cc3ccccc3cc2O)n1Cc1ccco1)N1CCc2ccccc2C1,-14,6,-1,-7,24,-2,-92,0,i
N=c1c2c(-c3ccccc3)c(-c3ccccc3)oc2ncn1CCN1CCOCC1,-4,-10,-2,-4,7,1,-30,-7,i
COc1ccc(NC(=O)C(=O)N2N=C(C(C)C)CC2(O)C(F)(F)F)cc1 (stereo not drawn),9,7,0,3,-2,3,-118,-1,i
COc1ccc(/C=C/CN2CCC(CO)(Cc3ccccc3Cl)CC2)cc1,-4,-10,-2,-10,-5,0,3,-8,i
Cc1cc(F)ccc1-c1cc(C(=O)Nc2ccc(F)cc2)[nH]n1,-3,2,-3,-4,-6,2,14,-2,i
CCNc1nc(Oc2ccc(C(=O)OC)cc2)nc(N(C)C)n1,-3,1,-1,0,1,1,-1,-2,i
CCC1(CC)Cc2ccccc2-c2nc(CCl)[nH]c(=O)c21,14,11,1,-7,5,-2,-22,5,i
CCCCN(C)CCN1C(=O)C2C(C(=O)Nc3ccc(OC)cc3)C3C=CC2(O3)C1C(=O)NC1CCCCC1 (stereo not drawn),2,-1,-10,0,-2,4,3,15,i
Cc1ccc(S(=O)(=O)N(C)CC(=O)N2CCN(c3ccccn3)CC2)cc1,2,10,4,10,-3,-3,0,3,i
O=[N+]([O-])c1cc2c(c([N+](=O)[O-])c1)Nc1ccccc1O2,-6,11,-3,-8,21,-9,-9,-6,i
CC1CCCCC1NC(=O)COn1nnc2ccc(Cl)cc21 (stereo not drawn),2,31,0,-2,-2,2,0,6,i
CCOC(=O)c1cc2c(nc1N)CC(C)(CC)OC2 (stereo not drawn),2,5,-12,-2,-11,3,-5,0,/
CCOc1ccc(NS(=O)(=O)c2ccc(C(=O)N(C)CC(=O)Nc3ccc(OC)cc3)cc2)cc1,6,-11,-9,1,1,2,1,0,i
CCCC(=O)Nc1ccc(C(=O)N/N=C/c2ccc([N+](=O)[O-])o2)cc1,-7,3,-4,-6,-10,-2,-1,-6,i
O=C(c1ccc(Cn2cc(Br)cn2)o1)n1cccn1,1,1,-12,-3,-9,-2,-9,-3,i
COc1ccc(CC(=O)Nc2ccc3nc(SC)sc3c2)cc1OC,0,6,-2,-1,-1,-3,-38,-6,i
C=CCn1cc(CN2CCC(C(=O)Nc3cccc(-c4cccc(Cl)c4)c3)CC2)c(C)n1,1,2,-1,-3,0,-2,-5,7,i
CC1CCN(Cc2cc(=O)oc3cc(O)c(Cl)cc23)CC1,-4,24,-2,4,-5,2,10,3,/
CCOc1ccc(N2C(=O)CC(N(CCc3ccc(OC)cc3)C(=O)/C=C/C(=O)O)C2=O)cc1 (stereo not drawn),-10,7,-7,-3,-6,1,13,11,i
O=C(NC1CCCCC1)N(Cc1nc2ccccc2c(=O)[nH]1)C1CCCC1,-12,-10,-2,-6,-3,3,4,3,i
COc1ccc(C(=O)OCC[N+]2(C)CCCCC2)cc1,1,0,3,2,-8,1,-119,1,i
COc1ccc(CC2(C)OC(c3ccccc3)=NN2C(C)=O)cc1 (stereo not drawn),3,-2,-5,-6,-6,-1,4,2,i
CC1CCc2c(sc3ncnc(NS(=O)(=O)c4cccs4)c23)C1 (stereo not drawn),5,4,-2,-2,2,4,-2,18,i
CC1CCN(S(=O)(=O)c2nnc(NC(=O)COc3ccccc3)s2)CC1,-4,18,-1,-1,-2,2,-1,4,i
COc1ccc(N=C(N)N=C(N)N)c(OC)c1,-7,13,-1,-8,-9,0,3,4,i
O=P(c1ccccc1)(c1ccccc1)c1nc(-c2ccc(Cl)cc2)oc1N1CCOCC1,-14,7,-1,2,22,0,-1,5,/
Cc1ccnc(Nc2nc(-c3c(C)nc4sccn34)cs2)c1,3,-15,-3,-9,14,-3,-9,-4,i
CCN1CCN=C1Nc1ccccc1,-1,18,1,9,-10,-1,9,8,i
CCc1cc2c(SCC(=O)NC(=O)c3cccn3C)ncnc2s1,0,3,-1,4,2,-18,-13,-15,i
CCOc1ccccc1N(CC(=O)Nc1ccc(C)cc1)S(C)(=O)=O,-5,-14,-12,-5,-6,2,-6,-6,i
Cc1c(C(=O)OC(C)C)sc(NC(=O)c2cnccn2)c1C(=O)OC(C)C,1,-1,-9,10,-7,-1,7,-7,i
CCc1nc(SCCO)c2oc3ccccc3c2n1,2,0,-1,6,2,-5,7,12,i
O=C(c1nc2ccccn2c1CNCCOc1cccnc1)N1CCOCC1,-2,0,-7,-9,0,2,2,6,i
COc1ccc(NC(=O)C2CCN(S(=O)(=O)c3c(C)noc3C)CC2)cc1,3,8,-1,5,-2,4,3,-4,i
O=C(CS(=O)c1ccc(C(F)(F)F)cc1[N+](=O)[O-])Oc1ccccc1 (stereo not drawn),-14,7,1,-1,15,-1,-3,-31,i
Cc1cc(NC(=O)CSc2nccn2C)no1,-1,6,-11,-1,-9,0,10,4,i
C(=N\Nc1nc(N2CCCC2)nc(N2CCCC2)n1)/c1ccccc1OCc1ccccc1,-2,5,-2,-2,23,2,15,-8,i
CCC1(Cc2ccccc2)NC(=O)c2ccccc2O1 (stereo not drawn),-1,2,-12,-4,-1,2,-1,-6,i
O=C(NC1CCCC1)c1cc(-c2ccccc2O)on1,1,0,-4,2,-3,2,-11,-4,i
O=C(C[n+]1ccc(-c2nnc3n2CCC3)cc1)c1ccc(Cl)c(Cl)c1,5,6,-2,-5,-6,1,8,2,i
Cc1ccc(-n2nnnc2-c2cnn(-c3ccc(F)cc3)c2C(F)(F)F)cc1,0,2,-1,4,-2,0,11,8,i
CC1Cc2ccccc2N1C(=O)Cn1c(=O)oc2cc(S(=O)(=O)N3CCCCC3)ccc21 (stereo not drawn),3,-3,-1,-11,20,0,-9,-54,i
